# Source: PubChem BioAssay
# Cneo AK release: Cryptococcus neoformans lysis via adenylate kinase release. C. neoformans lysis, adenylate kinase release luminescence, 4 h; normalised: neutral wells 0, clomiphene wells 100. lysis activity, % at 15 µM. 360,000 compounds, 0.2% hits. AID 651654;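 active = mean lysis activity across replicates of at least 80%, whatever share of replicates individually reach that level; inactive = mean lysis activity below 80%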
#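 Signal: Adenylate kinase release luminescence | Assay system: Log-phase Cryptococcus neoformans yeast cells | Input: Cells at 5 × 10^6 per mL | Buffer or medium: Fresh YPD growth medium | Compound: Single dose | Schedule: Static 4 h at 37 °C with compound, 1 h detection | Controls: Clomiphene | Read-out: Luminescence rise reflecting yeast cell lysis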
# PGC1a acetyl inh: lowers PGC1a acetylation signal in U2OS cells | inhibition, % at 15.6 µM | 350,000 compounds, 0.17% hits | AlphaScreen anti-acetyl-lysine; with virally co-expressed GCN5 acetyltransferase;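 active = every replicate shows inhibition of at least 40%; inconclusive = mean inhibition at least 40% but some replicate below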;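 note: 0% = neutral control wells and 100% = positive control wells; some results beyond the cut were filed as inactive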
# LGR2 inh: inhibitors of bursicon-induced Drosophila LGR2 receptor cAMP signaling; 380,000 compounds, 0.35% hits; AID 720647; HEK293 LGR2, CRE-luciferase, bursicon-stimulated, 4 h; inhibition, % at 9.99 µM;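 active = drop in luminescence signal, shown as inhibition above about 50% in the replicate tests, limit read from the data, passing the limit was not always enough; inconclusive = probably only some replicates passing the limit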;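 note: agonist challenge used bursicon conditioned medium at about half maximal strength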
# C2C12 statin: protects C2C12 myotubes from simvastatin toxicity | ATP luminescence, 48 h; scaled: DMSO 0, geranylgeraniol control 100 | rescue of ATP level, % at 7.49 µM | 330,000 compounds, 0.78% hits;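 active = mean ATP rescue above about 67%, or every replicate alone reaching that limit, limit read from the data, passing the limit was not always enough; inconclusive = no clear call, values can overlap the other calls; inactive = mean under the limit and some replicate under it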;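 note: myotubes were challenged with 10 µM simvastatin during compound exposure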
# ARNT TACC3 PPI: ARNT/TACC3 interaction disruption; Q9Y6A5; AlphaScreen His-ARNT PAS-B/GST-TACC3 binding, luminescence; TACC3 fragment carries E629A point mutation; inhibition, % at 9.99 µM; 390,000 compounds, 0.66% hits; AID 623870;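 active = mean inhibition of replicates at least 50% and at least half of replicates each reaching 50%; inconclusive = half or more replicates reach 50% but mean below 50%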;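 note: 0% = complete ARNT plus TACC3 wells and 100% = ARNT alone without TACC3; many hits fall short of the cut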
# PAX8 reporter: inhibitors of PAX8 transcriptional activity in RMG-I cells; RMG-I TPO-luciferase reporter, SteadyGlo, 24 h; inhibition, % at 12.6 µM; 360,000 compounds, 1.2% hits;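 active = mean replicate inhibition at least 60% with every replicate also reaching 60%; inconclusive = only one of the two criteria is met; inactive = mean below 60% and not all replicates reaching 60%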;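 note: luciferase light reporting Pax8 driven TPO promoter activity; plate controls were median of neutral control wells for no effect and mitoxantrone controls for full effect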
# PglD DTNB: inhibitors of Campylobacter jejuni PglD acetyltransferase; 360,000 compounds, 0.098% hits; purified PglD enzyme, DTNB colorimetric CoA detection; inhibition, % at 12.5 µM; in the data active = inhibition above about 16%, passing the limit was not always enough; inconclusive = no clear call, values can overlap the other calls; note: strong numbers were not always called active
# INS-1E GSIS act: primary screen for activators of insulin secretion dependent on glucose, INS-1E cells, GLuc reporter luminescence; INS-1E GLuc reporter insulin secretion, 2-3 h; activation, % at 16.6 µM; 370,000 compounds, 0.61% hits;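 active = lowest replicate activation of at least 40%, so every replicate reaches that level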;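 note: 0% = median of neutral control wells and 100% = median of IBMX positive control wells; some compounds called inactive have numbers as strong as hits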
# * = called active by the depositor; ? = inconclusive; . = no result given; & = joins results of further samples.
molecule,C2C12 statin,ARNT TACC3 PPI,Cneo AK release,PAX8 reporter,PGC1a acetyl inh,LGR2 inh,PglD DTNB,INS-1E GSIS act
CCN(CC(=O)Nc1ccc(NC(C)=O)cc1)C(=O)CSC(=S)N1CCCC1,10.5,2.7,0.6,5.3,0.5,3.2,4.8,-2.1
COC(=O)c1cnc(N)s1,0.5,3.6,-0.1,2.1,-2.5,-9.1,-0.1,.
C[C@@H]1CN([C@@H](C)CO)C(=O)CCCn2cc(nn2)CO[C@@H]1CN(C)Cc1ccc(-c2ccccc2)cc1,9.3,-1.3,4.8,.,0.8,-1.9,-4.2,10.6
CCOC(=O)C1CCN(C(=O)C2CCN(S(=O)(=O)N3CCCC3)CC2)CC1,-0.5,-7.4,1.5,.,14.2,-10.6,1.9,-2.3
C[C@@H]1CN([C@@H](C)CO)C(=O)c2cc(N(C)C)ccc2O[C@@H](C)CCCCO[C@@H]1CN(C)C(=O)Nc1ccc(F)cc1,-3.3,1.4,0.7,16.1,1.2,-19.5,0.6,19.9
O=C(CCC(=O)Nc1ccccc1)N/N=C/c1ccc2c(c1)OCO2,4.0,8.2,-2.5,-73.1,.,-45.5,-0.9,-4.2
CN(C)c1ccc2c(c1)[C@@H]1C[C@H](CC(=O)NCCN3CCCCC3)O[C@H](CO)[C@@H]1O2,2.3,1.9,8.3,5.7,5.0,4.3,-5.3,17.3
C[C@@H]1O[C@@H](OC[C@H]2O[C@@H](Oc3cc(O)c4c(=O)cc(-c5ccc(O)c(O)c5)oc4c3)[C@H](O)[C@@H](O)[C@@H]2O)[C@H](O)[C@H](O)[C@H]1O,-18.7,17.5,-0.3,.,-5.5,.,-5.2,.
Cc1ccc(C(C)(O)CS(=O)(=O)Cc2ccccc2Cl)cc1 (stereo unspecified),1.3,-3.5,-3.6,-5.3,-9.7,5.4,-4.7,-7.1
CCCCn1c(SCC(=O)OC)nc2c1c(=O)n(C)c(=O)n2C,5.5,-2.8,0.1,.,9.3,7.9,2.6,30.3
C#CCC(NC(=O)c1ccc(C#N)cc1)C(=O)NCCC (stereo unspecified),-9.1,-2.7,1.4,12.3,5.7,9.4,-0.7,8.3
CCCCC(=O)NC1(C(F)(F)F)C(=O)N(CC(C)C)C2=C1C(=O)CC(C)(C)C2 (stereo unspecified),-4.6,-2.4,-1.5,.,-4.7,.,3.3,.
C[C@@H]1CN([C@H](C)CO)C(=O)c2cc(C#CCc3ccccc3)cnc2O[C@H]1CN(C)C(=O)C1CC1,15.3,-7.7,-3.0,.,5.3,-11.2,1.0,-6.6
COC(=O)Cn1cnc2c(C#N)c3n(c2c1=O)CCCCC3,38.9,-7.2,.,.,-1.4,3.6,.,2.1
COc1ccc(N(C)S(=O)(=O)c2ccc(Cl)c(C(=O)NCC(C)(C)N3CCOCC3)c2)cc1,-7.5,-3.0,-5.2,9.5,7.1,15.5,-1.7,.
COc1ccc(CNC(=O)C2(CC3CC(c4ccccc4)=NO3)CCNCC2)cc1 (stereo unspecified),-6.9,-1.1,0.3,2.1,-2.9,-5.8,-1.5,-6.1
C[C@@H]1CN([C@@H](C)CO)S(=O)(=O)c2ccc(C3=CCCC3)cc2O[C@@H]1CN(C)C(=O)CC1CC1,-13.7,7.4,1.6,.,2.2,11.0,-0.9,-7.2
CCN(CC)S(=O)(=O)c1ccc(NC(=O)c2ccc(OCC3CCCO3)cc2)cc1 (stereo unspecified),13.9,-2.1,3.0,16.4,3.7,3.5,4.5,-33.1
CN(C)c1ccccc1C(=O)N1CCCC(Nc2ccc(F)cc2)C1 (stereo unspecified),5.8,-2.1,7.0,-3.1,1.3,8.9,0.8,-6.8
CCc1cccc(NC(=O)C2CCN(S(=O)(=O)c3c(C)noc3C)CC2)c1,.,-4.3,.,12.0,-8.6,-17.8,.,-14.7

# The listing continues.
molecule,C2C12 statin,ARNT TACC3 PPI,Cneo AK release,PAX8 reporter,PGC1a acetyl inh,LGR2 inh,PglD DTNB,INS-1E GSIS act
N#C[C@@H]1[C@@H](c2ccccc2-c2ccccc2F)[C@H](CO)N1C(=O)C1CCOCC1,.,.,.,8.3,-0.1,10.5,.,8.9
CC1(C)C(C#N)=C(N)Oc2c1c(=O)oc1ccccc21,-0.2,-2.8,.,0.2,-1.4,5.0,.,-4.0
O=C(NC(=S)Nc1ccc(CN2CCOCC2)cc1)c1ccco1,.,32.4,-0.2,-54.4,-9.4,-35.1,-1.9,0.3
C[C@@H]1CN([C@@H](C)CO)C(=O)c2cc(NC(=O)C3CCCCC3)ccc2O[C@H]1CN(C)Cc1ccc(Cl)c(Cl)c1,45.7,8.2,7.5,.,-8.9,4.0,7.5,-0.3
O=C(Cc1csc(N2CCOCC2)n1)N/N=C/c1cccc(O)c1,.,2.3,.,.,?,-0.3,.,-1.0
C/C(=N/NC(=O)CNC(=O)c1ccncc1)c1ccco1,.,-6.8,2.6,10.5,12.2,5.0,-1.9,4.4
O=C(NCc1cccc(Cl)c1)N1CCN(S(=O)(=O)c2ccccc2F)CC1,-12.3,7.4,0.8,8.3,0.2,9.1,-3.3,-19.2
Nc1ccc(C(=O)O)cc1,-2.7&-10.3&-2.8,-6.4&-2.9,1.0&0.1&3.2,-9.4&-22.0,-17.7&3.8&-1.5,-2.8&-5.0&-5.0,0.1&1.0&-7.2,8.2&8.5&-3.2
O=C(c1ccccc1F)n1c2c(c3ccccc31)CCCC2,-23.5,-7.7,-0.6,22.1,-0.2,15.4,1.4,-14.9
CC(C)N1CCC(=NNC(=O)c2ccccc2[N+](=O)[O-])CC1,.,-10.8,.,34.0,.,-10.0,.,-2.5
O=C(CSc1nccn(-c2cccc(F)c2)c1=O)Nc1ccc(Cl)cc1F,1.9,-11.2,0.1,-80.6,-8.2,-60.3,1.3,-2.9
O=C(NCCCN1CCCC1=O)c1cccc(S(=O)(=O)Nc2ccc(Br)cc2)c1,-9.3,.,1.2,13.6,10.9,0.6,-1.8,-55.4
O=C(NCc1ccccc1)c1cccnc1,-2.3,1.9,1.5,2.7,14.2,2.9,0.6,3.3
Cc1nc2ccc(NC(=O)N3CCN(c4ccccn4)CC3)cc2s1,-9.6,.,2.0,-22.9,0.6,.,1.1,.
C=CCN(CC=C)CCOc1cccc2ccccc12,1.0,-9.8,1.6,11.4,10.7,-6.9,-7.3,15.6
O=C(c1ccco1)N1CCN(Cc2cccc(F)c2)CC1,-2.4,3.7,2.6,2.9,.,.,2.9,.
Cc1ccc(-n2c(SCC(=O)Nc3nccs3)nc3c(c2=O)SCC3)cc1,-34.0,-3.0,0.3,.,4.6,.,-0.4,82.4*
CC(C)(C)Cc1nc(-c2ccccn2)no1,.,0.5,-1.0,.,-0.6,.,1.0,.
COc1ccccc1CN1CC(C(=O)NCc2ccc(N3CCCC3=O)cc2)CCC1=O (stereo unspecified),4.1,-10.1,0.2,1.3,-11.1,9.6,-0.6,11.5
C[C@H](CO)N1C[C@H](C)[C@@H](CN(C)C(=O)C2CCCCC2)OCCCC[C@H](C)Oc2ccc(NC(=O)Nc3ccc4c(c3)OCO4)cc2C1=O,.,6.9,-1.5,.,1.3,0.1,5.0,-18.4

# Additional entries
molecule,C2C12 statin,ARNT TACC3 PPI,Cneo AK release,PAX8 reporter,PGC1a acetyl inh,LGR2 inh,PglD DTNB,INS-1E GSIS act
COc1ccc(N2C(=O)CSC2c2ccc3c(c2)OCO3)c(OC)c1 (stereo unspecified),.,5.5,2.0,7.0,.,.,2.2,.
CC(=O)Nc1sc(C)c(C)c1C(=O)OCC(=O)Nc1cc(S(C)(=O)=O)ccc1Cl,-8.7,8.7,0.3,26.4,-9.1,2.7,0.7,55.7*
CCCNC(=O)N(C)C[C@@H]1Oc2cc(C3=CCCC3)ccc2S(=O)(=O)N([C@H](C)CO)C[C@H]1C,13.2,4.9,-8.3,-27.0,-10.3,0.5,2.4,-4.3
O=C(c1cc(=O)[nH]c2ccccc12)N1CC=C(c2ccccc2)CC1,57.2,-2.3,4.7,14.3,.,-17.5,-1.0,-1.7
COc1cc(OC)nc(Nc2nc(C(N)Cc3ccc(Cl)cc3)cs2)n1 (stereo unspecified),-7.2,.,5.2,0.4,4.3,-2.0,5.0,.
COc1cc(CN2C[C@@H](CO)O[C@@H](n3cnc4c(N5CCOCC5)ncnc43)C2)cc(OC)c1OC,-2.4,.,0.2,-17.5,9.2,-2.8,3.4,21.8
CC(C)NC(=O)N[C@@H]1CC[C@H](CCNS(=O)(=O)Cc2ccccc2)O[C@@H]1CO,-1.0,3.4,4.2,-13.2,-2.3,3.3,-0.7,2.1
Cn1c2ccsc2c2ncn(Cc3ccccc3F)c(=O)c21,-5.4,-1.2,0.3,-32.3,9.3,-0.2,-1.2,-0.1
CC(NC(=O)NCCCC(=O)O)(C(F)(F)F)C(F)(F)F,0.2,-5.9,0.3,.,12.6,.,-1.9,.
Cc1cc(C)nc(N2CCCC(C(=O)Nc3nnc(C(C)(C)C)s3)C2)n1 (stereo unspecified),.,-6.0,.,-2.0,.,8.2,.,-8.9
C[C@@H]1CN([C@H](C)CO)C(=O)c2cccc(NC(=O)c3ccc(-c4nccs4)cc3)c2O[C@@H]1CN(C)Cc1ccc(C(=O)Nc2ccccc2N)cc1,.,12.6,-0.8,.,?,-13.5,-0.3,-6.9
C/C(=N\NC(=O)c1ccco1)c1ccc(C(=O)O)s1,.,10.4,0.8,0.3,.,-4.6,-0.7,17.6
C[C@H](CO)N1C[C@H](C)[C@H](CN(C)Cc2ccc3c(c2)OCO3)Oc2c(NS(=O)(=O)c3ccc(Cl)cc3)cccc2C1=O,3.2,-14.4,-2.1,17.6,9.2,10.2,-20.0,-16.9
Cc1ccc(C(=O)NCC(C)NC(=O)c2ccc(C)c(C)c2)cc1C (stereo unspecified),-10.1,-5.3,0.2,4.8,.,-14.7,-6.7,-4.3
CCc1nnc(NC(=O)c2sc3nc4c(cc3c2N)CCCCC4)s1,.,-9.3,.,-80.4,.,-80.7,.,9.2
COc1cccc(CNC(=O)CCC2CCCN(C(=O)c3ccoc3C)C2)c1 (stereo unspecified),8.7,-0.1,-4.1,5.1,.,13.4,-5.2,1.1
C[C@H]1CN([C@@H](C)CO)C(=O)c2cc(NC(=O)CCCN(C)C)ccc2O[C@@H]1CN(C)S(=O)(=O)c1ccc(F)cc1,-7.6,22.0,-2.4,-9.3,-3.2,-4.4,1.2,7.6
C[C@@H]1CN([C@H](C)CO)S(=O)(=O)c2ccc(C#CC3CC3)cc2O[C@@H]1CN(C)Cc1ccccn1,0.4,0.4,6.7,.,-9.0,16.4,-4.6,22.5
CN(C)CCCNCCCCNC(=O)/C=N/O,-15.0,1.5,10.3,14.9,-1.2,.,-1.0,.
CCOc1ccc(S(=O)(=O)N(C(=O)c2ccco2)c2cc3sc(=O)oc3c3ccccc23)cc1,.,8.1,.,23.5,.,13.5,.,-18.3
O=C(O)CCCNc1ccc([N+](=O)[O-])c(NCCCC(=O)O)n1,.,.,.,22.4,12.9,11.7,.,0.1
COc1ccc(C(=O)NCc2nnc(SCC(=O)N3CCC(C)CC3)o2)cc1OC,.,25.6,1.9,.,3.0,.,0.3,.
O=C(NCCc1ccc(F)cc1)c1ccc(S(=O)(=O)N2CCCC2)cc1,6.3,.,.,-19.5,-0.5,-17.9,.,-11.0
